High-throughput results: PubChem, National Center for Advancing Translational Sciences (NCATS)
N370S GC mod: qHTS Assay for Inhibitors and Activators of N370S glucocerebrosidase as a Potential Chaperone Treatment of Gaucher Disease | N370S GC spleen homogenate, 4MU-glucoside fluorescence | AID 2101, 2009 | Potency, µM (series often up to 59.4 µM), for the others: at the top dose activity change, negative = inhibition, actives largely listed as inhibitors | hit rate 0.092% among 330,000 | Lysosomal acid glucosylceramidase (Homo sapiens), P04062; active = well fitted inhibition curve with a large enough effect; inconclusive = small, poorly fitted or top-dose-only effect, or effect the other way, or another doubt; inactive = no such curve, though single readings can be large or run the other way;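 also: 0% = full enzyme activity and -100% = no enzyme basal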
* marks the source's active call; other numbers are inactive results; ? = inconclusive; & = joins results of further samples; [ ] = remark or other dose. Potency is read from the fitted curve at half-maximal effect.

SMILES	N370S GC mod
CCC(=O)OC1(C)C(=O)C=C2C=C(CCCCNC(=O)OC(C)(C)C)OC=C2C1=O (stereo unspecified)	-3.3%
COC(=O)N1CCc2cc(OC)c(OC)cc2C1Cc1ccc(OC)cc1 (stereo unspecified)	-1.2%[12.8 µM]
CC1(C)C(=O)C(c2ccccc2)=C2CN3C(=O)N(CCc4ccccc4)C(=O)C3(Cc3ccc(C(F)(F)F)cc3)C=C21 (stereo unspecified)	-3.1%
COC(=O)C1=C(C(=O)OC)[C@@H]2N(C)c3ccc(OC)cc3[C@@]23C[C@@H](C(=O)OC)N(S(=O)(=O)c2ccc(C(F)(F)F)cc2)C3=N1	-14.2%[12.8 µM]
Cc1c(-c2ccccc2)oc2cc(O)ccc2c1=O	-19.5%
COC(=O)C/C=C/[C@@H](C)[C@H](NC(=O)OCC(Cl)(Cl)Cl)c1cccc(OC)c1	-3.3%
COc1cccc([C@H]2Oc3ccc(OC)cc3/C(=N\O[C@@H]3O[C@H](COC(C)=O)[C@H](OC(C)=O)[C@H](OC(C)=O)[C@H]3OC(C)=O)[C@@H]2O)c1	3.9%[12.8 µM]
OC1c2ccccc2-c2nc3ccccc3cc21 (stereo unspecified)	-4.2%
CC(=O)N1CC=CC1(CC(C)C)C(=O)NCc1ccc(C)o1 (stereo unspecified)	-2.8%
CC[C@@H](c1ccccc1)n1c(=O)n2n(c1=O)[C@H]1[C@H](O)[C@H]3O[C@H]3C(=O)[C@H]1CC2	0.7%[12.8 µM]
COc1ccc2c(c1)C(=O)[C@H](OC(=O)Nc1ccc(OC(F)F)cc1)[C@@H](c1ccc(OC)c(Br)c1)O2	-0.8%
CCCCC[C@H](O)/C=C/C=C\C/C=C\C=C\[C@@H](O)CCCC(=O)O	-8.8%
CCCC[C@@H]1CN2[C@H](c3ccc(Br)cc3)[C@H](C)CC[C@H]2C(=O)O1	-9.7%[12.8 µM]
COC(=O)[C@@]1(Cc2ccc(OC)cc2)[C@H]2c3cc(C(=O)N(C)C)n(Cc4cccc5ccccc45)c3C[C@H]2CN1C(=O)c1ccccc1	8.1%
COc1ccc(OC2C=CC(c3ccccc3)OC2CO)c(C(C)(C)C)c1 (stereo unspecified)	-4.3%[12.8 µM]

Reprinted from the part before: six compounds, followed by the next part.
SMILES	N370S GC mod
CC[C@@H](c1ccccc1)n1c(=O)n2n(c1=O)[C@H]1[C@H](O)[C@H]3O[C@H]3C(=O)[C@H]1CC2	0.7%[12.8 µM]
COc1ccc2c(c1)C(=O)[C@H](OC(=O)Nc1ccc(OC(F)F)cc1)[C@@H](c1ccc(OC)c(Br)c1)O2	-0.8%
CCCCC[C@H](O)/C=C/C=C\C/C=C\C=C\[C@@H](O)CCCC(=O)O	-8.8%
CCCC[C@@H]1CN2[C@H](c3ccc(Br)cc3)[C@H](C)CC[C@H]2C(=O)O1	-9.7%[12.8 µM]
COC(=O)[C@@]1(Cc2ccc(OC)cc2)[C@H]2c3cc(C(=O)N(C)C)n(Cc4cccc5ccccc45)c3C[C@H]2CN1C(=O)c1ccccc1	8.1%
COc1ccc(OC2C=CC(c3ccccc3)OC2CO)c(C(C)(C)C)c1 (stereo unspecified)	-4.3%[12.8 µM]
COC(=O)C12CC3(CCC4C5C(C(OCc6ccccc6)C41)C52)OCCO3 (stereo unspecified)	?
Cc1ccc(CNC(=O)C2(CC(C)C)C=CCN2C(=O)c2ccccc2)o1 (stereo unspecified)	-7.9%
CC(=O)Nc1ccc(C2C(C)CCC3C(=O)N4C(CCC(C)[C@@H]4c4ccc(NC(C)=O)cc4)C(=O)N32)cc1 (stereo partly specified)	6.9%[12.8 µM]
CC1(C)[C@@H](O)CC[C@]2(C)C3C(=O)C=C4C5C[C@@](C)(C(=O)O)CC[C@]5(C)CC[C@@]4(C)[C@]3(C)CC[C@@H]12 (stereo partly specified)	8.0%
Cc1ccc(N)cc1[N+](=O)[O-]	8.3%
Cc1cccc(C)c1O	1.9%
COc1ccc2c(c1)O[C@@H](c1cccc(C(F)(F)F)c1)[C@H](OC(=O)NC1CCCC1)C2=O	7.0%
CC[C@@H](c1ccccc1)n1c(=O)n2n(c1=O)[C@H]1[C@H](O)[C@H]3O[C@@H]3/C(=N/OC/C=C(\C)CCC=C(C)C)[C@@H]1CC2	-12.2%[12.8 µM]
CCOC(=O)C(C(=O)c1ccccc1)[C@H](CCc1ccccc1)NC(=O)OC (stereo partly specified)	12.8%
COc1c(O)cc2c(=O)oc3c(OC)c(O)cc4c(=O)oc1c2c34	-3.2%
CO[C@@H]1COC(=O)CCC[C@@H](C)[C@H](OC)COC(=O)CCC[C@H]1C	-1.4%[12.8 µM]
CNC(=O)[C@@H](Cc1ccccc1)N(C)C(=O)[C@@H](Cc1ccc2ccccc2c1)N(C)C(=O)/C=C/CC(C)(C)N	-16.8%
COC(=O)CCCC1=CC2=CC(=O)C(C)(O)C(=O)C2=CO1 (stereo unspecified)	-7.9%
CCC1=C2CC[C@H]3C(=O)N(CC)C(=O)[C@H]3[C@H]2[C@@]2(Cc3ccccc3)C(=O)N(CC3CC3)C(=O)N2C1=O	-14.0%
COc1cc2c(cc1O)CCC1C2CC[C@]2(C)[C@@H](O)CC[C@@H]12 (stereo partly specified)	11.2%
COc1cccc([C@@H]2Oc3ccc(OC)cc3/C(=N/O[C@@H](C)CN3CCCc4nc(C)c(C)cc43)[C@@H]2O)c1	2.2%[12.8 µM]
COC(=O)[C@@H]1C[C@H]2CC[C@H](O)C[C@H]2N1Cc1ccc(N2CCOCC2)cc1	1.6%
COc1cc2nc3c(c([Si](C)(C)C(C)(C)C)c2cc1OC)Cn1c-3cccc1=O	-3.5%
COC(=O)[C@@H]1C=C[C@H](C)[C@H](CCOc2ccccc2)O1	-2.5%
O=C1CCCC=C1[C@@H](O)COCc1ccccc1	-3.5%[12.8 µM]
N#Cc1ccc(CS(=O)(=O)c2nnnn2C2CCCCC2)cc1	-4.0%
COC(=O)c1ccc(C(NC(=O)OCc2ccccc2)/C(=C/[C@@H](C)C(=O)NCCF)c2cccnc2)cc1 (stereo partly specified)	-6.5%
C/C=C/OC(=O)NC(c1ccccc1)[C@@]1(C(=O)OC)CCCC1=O (stereo partly specified)	-8.0%[12.8 µM]
COc1cccc(OC)c1C1=Nn2c(nnc2-c2ccccc2O)SC1	4.3%
COC(=O)[C@@]1(Cc2ccc(OC)cc2)[C@H]2c3cc(C(=O)N(C)C)n(Cc4ccsc4Br)c3C[C@H]2CN1C(=O)c1ccccc1	-3.8%
C#CCCCO/N=C1/[C@H]2O[C@@H]2[C@@H](O)[C@H]2[C@H]1CCn1c(=O)n(-c3ccccc3)c(=O)n12	-0.8%[12.8 µM]
CC1=CC(=O)C2=C(C)C[C@@H]3OC(=O)[C@@H](C)[C@H]3C=C12	-11.1%
COC(=O)[C@@H]1C[C@H]1[C@@H](NC(=O)c1ccc(Br)cc1)c1ccccc1	18.3%
CCc1cc2c(nc1CC)CCN(CC/C(C)=N/O[C@@H](C)c1cn([C@H](CO)Cc3ccccc3)nn1)C2	15.7%&16.0%[12.8 µM]
COc1ccc2c(c1)C(=O)[C@H](OC(=O)Nc1cc(OC)c(OC)c(OC)c1)[C@@H](c1ccc(OC)c(Br)c1)O2	4.0%
COc1ccc(-c2nc3c(c4c2C[C@H](c2ccccc2)OC4)CN(C(=O)NCCc2c[nH]c4ccccc24)CC3)c(C)c1	-11.6%[12.8 µM]
N=C1N=C(N)c2cc3ccccc3cc21	-2.6%
c1ccc(Oc2ccccc2)cc1	22.7%
NCCC[C@@H](CC(=O)N[C@@H]1CCNC[C@H]1C(=O)N[C@H](CC(=O)N[C@@H](CCC(=O)O)CC(=O)O)Cc1ccccc1)NC(=O)C[C@H](CO)NC(=O)[C@@H]1CNCC[C@H]1N	-0.6%
O=C1C=C(NCCO)C(=O)c2cnccc21	0.5%
O=C(N[C@@H](Cc1ccccc1)C(=O)O)c1ccccc1	4.0%
CC(C)C[C@@H](CC(=O)N[C@@H](CCC(=O)O)CC(=O)O)NC(=O)[C@@H]1CNCC[C@H]1NC(=O)C[C@@H](NC(=O)C[C@H](Cc1ccccc1)NC(=O)[C@@H]1CCCC[C@H]1N)C(C)C	-12.5%
C/C(=C\C[Si](C)(C)C)CCC=O	21.3%
C=CCN1c2ccccc2[C@]23C[C@@H](C(=O)OC)N(S(=O)(=O)c4ccc(C(F)(F)F)cc4)C2=NC(C(=O)OC)=C(C(=O)OC)[C@H]13	3.4%[12.8 µM]
CC1(OC(=O)c2ccc(Cl)nc2)C(=O)C=c2cc(-c3ccsc3)ncc2=C1OC(=O)C1CCCC1 (stereo unspecified)	9.7%[12.8 µM]
COc1ccc2c(c1)C(=O)[C@H](OC(=O)N[C@H]1CCCc3ccccc31)[C@@H](c1ccc(OC)c(Br)c1)O2	-0.3%
COC(=O)C/C=C\[C@@H](C)[C@@H](/C=N\O[C@@H](C)c1cc(-c2c(C)cc(C)cc2C)no1)NS(=O)(=O)c1ccc(C)cc1	-2.4%[12.8 µM]
CCOC(=O)CCN1C(=O)[C@@H]2[C@H]3C(=CC[C@H]2C1=O)C(=O)[C@H]1O[C@H]1[C@H]3O	-7.3%[12.8 µM]
COc1c2c(cc3c1C(CC(=O)c1c(O)c(OC)c4occc4c1OC)[N+](C)(C)CC3)OCO2 (stereo unspecified)	-4.4%
CCNC(=O)[C@H](C)/C=C/C(NC(=O)OCc1ccccc1)c1ccc(C(=O)OC)cc1 (stereo partly specified)	7.7%
Nc1c(Cl)cc(Cl)cc1Cl	-2.2%
CC(C)C[C@@H](CC(=O)N[C@H](CC(=O)N[C@@H]1CCNC[C@H]1C(=O)N[C@H](CC(=O)N[C@@H](CCC(=O)O)CC(=O)O)Cc1c[nH]c2ccccc12)C(C)C)NC(=O)[C@@H]1CNCC[C@H]1N	4.8%
CCCCCCCC1=CC2=C(Cl)C(=O)C(C)(OC(C)=O)C(=O)C2=CN1C (stereo unspecified)	-2.7%
C[C@@H](O)CCC[C@H](O)/C=C/[C@H]1[C@H](O)CC(=O)[C@@H]1C/C=C\CCCC(=O)O	-6.5%
O=C1c2c(O)ccc([N+](=O)[O-])c2C(=O)c2c([N+](=O)[O-])ccc(O)c21	-9.4%
COC(=O)CCCC1=CC2=C(c3ccccc3)C(=O)C(C)(OC(=O)C3CCCC3)C(=O)C2=CN1Cc1ccccc1 (stereo unspecified)	0.3%[12.8 µM]
CC(C)[C@@H](CC(=O)N[C@@H]1CCCC[C@H]1C(=O)N[C@H](CC(=O)N[C@@H](CCC(=O)O)CC(=O)O)Cc1ccccc1)NC(=O)C[C@H](Cc1ccccc1)NC(=O)[C@@H]1CCCC[C@H]1N	?
COC(=O)CCC(=O)OC1(C)C(=O)C2=CN(Cc3ccco3)C(c3ccc(OC)cc3)=CC2=C(Br)C1=O (stereo unspecified)	1.9%[12.8 µM]
COc1ccc(C2=CC3=CC(=O)C(C)(O)C(=O)C3=CO2)cc1 (stereo unspecified)	-8.3%
O=C(O)CNC(=O)c1ccc([N+](=O)[O-])cc1	-0.1%
CCNc1ccccc1	0.1%
CC12C=C(/C=C/c3ccc(F)cc3)C(C)(C1)C(c1ccc(F)cc1)CC2=O (stereo unspecified)	-8.2%[12.8 µM]
CCCCCCN(C(=O)CCCCCN1C(=O)NC(c2ccccc2-c2ccccc2)C(C(=O)OCc2ccccc2)=C1C)C(C(=O)NCCCC)c1ccc(OCC(=O)OC)c(C(=O)OC)c1 (stereo unspecified)	-8.3%
CC(C)=NO[C@@H](C)c1cn([C@H](CO)Cc2ccccc2)nn1	1.1%&-3.3%[12.8 µM]
c1cc(OCC2CO2)cc(OCC2CO2)c1 (stereo unspecified)	14.7%

Following part:
SMILES	N370S GC mod
COc1ccc2c(c1)O[C@@H](c1ccc3c(c1)OCO3)[C@H](OC(=O)N[C@H](C)C1CCCCC1)C2=O	16.8%
CO[C@H]1COC(=O)[C@@H](CCSC)NC(=O)C/C=C\[C@@H](C)COC(=O)[C@@H](OCc2ccccc2)/C=C\[C@@H]1C	-2.6%[12.8 µM]
COc1cccc([C@H]2Oc3ccc(OC)cc3/C(=N\OC[C@@H](O)[C@@H]3O[C@@H]4OC(C)(C)O[C@@H]4[C@H]3O)[C@@H]2O)c1	-1.3%[12.8 µM]
C[C@H]1Cc2c(-c3ccccc3)nc3c(c2CO1)CN(C(=O)Nc1cccc(C#N)c1)CC3	-0.8%[12.8 µM]
Cc1cc(=O)oc2cc(OC3C=CC(C#CC(C)(C)C)OC3CO)ccc12 (stereo unspecified)	10.2%[12.8 µM]
C[C@@H](c1ccccc1)N1C(=O)[C@H]2[C@H]3[C@H](O)[C@H](O)C/C(=N/OCc4ccccc4)[C@H]3CC[C@@H]2C1=O	-0.1%[12.8 µM]
CCCn1c(-c2ccc(F)cc2)nc2c(NCCCN3CCCCC3C)nc(C)nc21 (stereo unspecified)	-10.2%
C[C@H]1Cc2c(COc3ccccc3)nc3c(c2CO1)CN(C(=O)C1CCCCC1)CC3	-9.6%[12.8 µM]
COc1ccc2c(c1)C(=O)[C@@H](OC(=O)NS(=O)(=O)c1ccc(F)cc1)[C@H](c1ccc(OC)c(Br)c1)O2	-3.0%
CO[C@H]1COC(=O)[C@@H](OCc2ccccc2)/C=C\[C@H](C)[C@@H](OC)COC(=O)[C@H](OCc2ccccc2)/C=C\[C@@H]1C	16.5%[12.8 µM]
CO/N=C\[C@@H](OC)[C@H](C)/C=C\CC(=O)OC	-1.9%[12.8 µM]
C=C(C)C(=O)/C=C/c1ccc(C(F)(F)F)cc1	6.3%

Some of the compounds tested, so the mix of outcomes need not match the whole.
